TLR9-MyD88 block: blocks human TLR9 binding to MyD88; inhibition, % at 4.98 µM; CHO BLA complementation TLR9-MyD88, CCF4 FRET ratio; Q9NR96+Q99836; AID 504734; 340,000 compounds, 0.21% hits;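 active = inhibition above the mean over all tested compounds plus 3 SD, cut at about 21% in these data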;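 note: 0% = DMSO only wells and 100% = clavulanate BLA inhibitor control wells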
Glyco luc inh: blocks N-linked glycosylation in D54 reporter cells; reporter increase, % at 12.5 µM; 360,000 compounds, 0.23% hits; D54 ERlucT glycosylation luciferase reporter, 24 h; percent of 100 nM tunicamycin response;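 active = mean luciferase reporter signal, scaled so untreated is 0 and the glycosylation-blocking control 100, at or above a set limit in every replicate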;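 note: luciferase carries N-glycosylation sites so blocking glycosylation raises the light; 0% = median of neutral control wells and 100% = median of 100 nM tunicamycin wells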
NOD2 RIPK2 PPI: blocks binding of human NOD2 to RIPK2. O43353. CHO BLA complementation NOD2-RIPK2, CCF4 ratio. inhibition, % at 4.98 µM. 360,000 compounds, 0.38% hits; in the data active = inhibition above about 21%;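 note: 0% = vehicle only and 100% = reference blocker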
Target sequence (O43353 whole entry, looked up): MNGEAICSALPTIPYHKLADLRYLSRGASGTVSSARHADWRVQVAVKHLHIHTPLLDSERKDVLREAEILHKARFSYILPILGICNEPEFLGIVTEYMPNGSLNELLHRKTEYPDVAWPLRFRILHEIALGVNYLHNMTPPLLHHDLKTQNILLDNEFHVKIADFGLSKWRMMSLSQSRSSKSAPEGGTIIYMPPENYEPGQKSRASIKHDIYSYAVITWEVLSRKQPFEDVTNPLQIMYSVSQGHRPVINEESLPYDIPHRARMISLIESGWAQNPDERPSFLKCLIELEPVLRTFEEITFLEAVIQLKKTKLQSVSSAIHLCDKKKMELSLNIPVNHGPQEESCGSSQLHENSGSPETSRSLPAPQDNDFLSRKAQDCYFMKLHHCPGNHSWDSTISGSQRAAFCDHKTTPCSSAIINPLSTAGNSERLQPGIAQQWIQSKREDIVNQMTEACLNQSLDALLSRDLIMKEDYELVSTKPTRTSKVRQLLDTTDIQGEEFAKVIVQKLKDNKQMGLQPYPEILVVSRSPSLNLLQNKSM
MC4R antag cAMP: blocks human MC4R cAMP signaling | 360,000 compounds, 0.48% hits | MC4R-expressing cells, MTII-stimulated cAMP, LANCE TR-FRET | P32245 | inhibition, % at 6.5 µM;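 active = inhibition above its plate's cutoff, the mean of tested wells on that plate plus 3 SD, cut at about 29% in these data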;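 note: 0% = Melanotan II alone and 100% = Melanotan II plus saturating MCL0020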
Target sequence (P32245 whole entry, looked up): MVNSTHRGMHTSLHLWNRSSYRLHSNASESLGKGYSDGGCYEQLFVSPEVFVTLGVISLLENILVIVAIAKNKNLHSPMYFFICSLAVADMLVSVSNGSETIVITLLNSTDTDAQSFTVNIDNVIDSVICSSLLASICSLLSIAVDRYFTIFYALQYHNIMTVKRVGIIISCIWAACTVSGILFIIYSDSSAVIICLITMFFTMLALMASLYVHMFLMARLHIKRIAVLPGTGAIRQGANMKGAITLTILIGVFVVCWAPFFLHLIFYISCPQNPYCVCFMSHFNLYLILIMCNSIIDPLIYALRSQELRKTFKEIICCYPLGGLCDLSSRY
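Material: human MC4R-expressing U2OS cells. Probe or stimulus: Melanotan II challenge. Dosing: 6.5 µM single dose. Times: 30-min compound, 1-h challenge, 1-h detection, room temperature. Technique: TR-FRET with Eu-cAMP and labeled anti-cAMP, 671 nm. Replication: singlicate.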
ABHD5-PLIN5 inh: blocks binding of human ABHD5 to perilipin-5; Q00G26+Q8WTS1; Split G. princeps luciferase complementation, luminescence, 4 h; inhibition, % at 4 µM; 360,000 compounds, 0.78% hits;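 active = inhibition above the mean inhibition across every tested compound plus 3 SD, cut at about 22% in these data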;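 note: 0% = DMSO only wells and the 100% control is not disclosed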
Vif imaging: HIV Vif inhibition; HEK293T cells, Vif self-association by quenched fluorescence, imaging, 24 h; inhibition, % at 7.49 µM; 340,000 compounds, 0.35% hits; in the data active = inhibition above about 50%, passing the limit was not always enough; note: some results filed as inactive read as strong as hits
aDG glyco act: increases alpha dystroglycan glycosylation | Pro5-aDG cells, alpha-DG glycosylation AlphaScreen (IIH6); 0% Pro5, 100% B10-LARGE cell signal | activation, % at 10 µM | 360,000 compounds, 0.22% hits;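 active = activation of at least 8% versus controls, or a plate z-score of at least 8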;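 note: Pro5 are CHO cells carrying HIG-tagged alpha-DG that lacks glycosylation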
Exocytosis inh: blocks lytic granule exocytosis; TALL-104 LAMP-1 surface exposure, flow cytometry; cells stimulated with thapsigargin and PMA; inhibition, % at 10 µM; AID 651702; 360,000 compounds, 0.66% hits;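 active = inhibition above about 55%, limit read from the data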
ABCB6 inh MLPCN: blocks the human ABCB6 transporter. AID 602162. fluorescence ratio to DMSO, % at 10 µM. Q9NP58. K562-ABCB6 porphyrin accumulation, flow cytometry, 1 h; stronger effect = lower value. 360,000 compounds, 0.19% hits;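 active = fluorescence ratio to DMSO below 75%, the collection mean minus 3 SD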;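 note: signal is porphyrin accumulated inside mitochondria; 100% equals median channel fluorescence of DMSO control wells; lower ratio means ABCB6 inhibition with less porphyrin fluorescence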
MC4R ag barr: activates human MC4R beta-arrestin recruitment; 360,000 compounds, 0.98% hits; P32245; U2OS MC4R beta-arrestin complementation, luminescence; percent of melanotan II response, DMSO zero; AID 540308; activation, % at 8.9 µM;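 active = activation above a per-plate cutoff, the mean activation of sample wells on that plate plus 3 SD, cut at about 8% in these data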
Starred values were filed as active, the others as inactive; . = not tested or not shown. Not all compounds are listed. The share of hits here may be higher or lower than overall.

SMILES	TLR9-MyD88 block	Glyco luc inh	NOD2 RIPK2 PPI	MC4R antag cAMP	ABHD5-PLIN5 inh	Vif imaging	aDG glyco act	Exocytosis inh	ABCB6 inh MLPCN	MC4R ag barr
OC[C@H]1O[C@H](OCc2ccccc2)[C@H](O[C@@H]2OC[C@@H](O)[C@H](O)[C@H]2O)[C@@H](O)[C@@H]1O	-15	-1	2	4	1	-3	0.0	-3	101	-1.5
CNC(=S)N(CCc1c(C)[nH]c2ccc(C)cc12)Cc1cccs1	1	-6	0	1	6	0	0.1	1	101	-3.9
COCC(C)n1c(SCC(=O)Nc2cc(C)on2)nc2ccccc2c1=O (configuration not stated)	-4	2	6	5	-18	3	-0.2	3	100	-2.5
O=C1CCCc2nc(N3CCCCC3)sc21	6	1	-6	-2	6	4	-0.2	-1	96	-1.1
O=C(N/N=C1/CC2C=CCC12)c1ccco1 (configuration not stated)	-17	1	-11	17	2	8	0.2	0	100	1.5
O=C(Nc1ccccc1C(=O)O)c1ccc(NC(=O)c2ccc(Br)o2)cc1	0	-1	-12	12	-7	2	0.0	3	107	-0.4
Cc1ccc(Cn2ccc(NC(=O)c3noc4c3CCCCC4)n2)cc1	-4	-1	2	1	-2	-21	0.2	1	77	0.4
O=c1c2ccccc2nc(-c2ccco2)n1/N=C/c1ccco1	-9	1	7	19	6	-1	-0.2	-1	97	-0.4
COc1ccc(CCN2CC(C(=O)NCc3ccccc3)CCC2=O)cc1 (configuration not stated)	-4	0	7	-1	-4	-1	0.1	-2	103	-2.7
CC1CCN(C2CC(=O)N(c3ccc(Br)cc3Br)C2=O)CC1 (configuration not stated)	1	13	3	13	12	-7	0.3	37	97	1.1
COc1ccc2[nH]c(=O)c(COC(=O)c3ccco3)cc2c1	7	2	2	-3	1	0	0.0	-3	99	-0.3
COC(=O)CN(c1ccccc1)S(=O)(=O)c1ccc(F)cc1	13	0	-1	7	-7	0	-0.1	-4	106	-1.8
CCCCn1nnnc1C(c1cc2ccccc2o1)N(Cc1ccccc1)Cc1ccccc1 (configuration not stated)	.	.	-1	.	-3	.	0.5	3	93	.
Cc1cccn2c(CN(C)CC3CCCCO3)c(C(=O)N3CCCCC3)nc12 (configuration not stated)	0	1	-23	-1	2	7	0.0	-3	101	-1.9
CC(C(=O)NCc1ccccc1)N1C(=O)C2CC=C(Cl)CC2C1=O (configuration not stated)	-1	-2	1	-2	-4	3	-0.2	23	95	-0.9
CCCS(=O)(=O)N1CCN(c2ccccc2F)CC1	-17	1	8	3	-4	3	-0.1	-2	100	-1.3
CN(C)Cc1c(O)ccc2occ(C(=O)c3ccccc3)c12	0	0	0	2	-1	13	0.7	1	89	-0.9
CC(C)(C)c1ccc(NC(=O)c2cc[n+]([O-])cc2)cc1	-10	-1	-2	7	1	0	-0.1	-7	98	-1.1
CC[C@]1(C(=O)OC)[C@H]2C(=O)N(C)C(=O)[C@H]2[C@H]2CN=C(SCc3ccc(C#N)cc3)N21	-6	1	-17	-4	1	7	0.3	2	101	0.6
Cc1cc(C)c(S(=O)(=O)N(C)c2ccccc2)c(C)c1	-6	0	34*	10	-9	-4	1.0	-4	101	7.6
CC1=NN(S(=O)(=O)c2ccc(Cl)cc2Cl)C(=O)c2ccccc2O1	11	-2	7	4	-7	-4	0.1	-2	99	0.2
O=C1CN(S(=O)(=O)c2ccc(F)cc2)CCN1	-5	0	-2	-1	1	-11	0.1	-3	94	-2.5
O=C(COc1ccccc1C(=O)NCc1ccccn1)Nc1ccc(Br)cc1	-43	0	-2	15	-2	23	0.1	-1	100	-1.7
CC(SCc1ccccc1)C(=O)NC1CCCC1 (configuration not stated)	0	0	4	-1	1	20	-0.3	0	88	1.3

Structures above printed as active in NOD2 RIPK2 PPI:
SMILES	TLR9-MyD88 block	Glyco luc inh	NOD2 RIPK2 PPI	MC4R antag cAMP	ABHD5-PLIN5 inh	Vif imaging	aDG glyco act	Exocytosis inh	ABCB6 inh MLPCN	MC4R ag barr
Cc1cc(C)c(S(=O)(=O)N(C)c2ccccc2)c(C)c1	-6	0	34*	10	-9	-4	1.0	-4	101	7.6

3 entries already listed, sorted by length of the SMILES, low to high:
SMILES	TLR9-MyD88 block	Glyco luc inh	NOD2 RIPK2 PPI	MC4R antag cAMP	ABHD5-PLIN5 inh	Vif imaging	aDG glyco act	Exocytosis inh	ABCB6 inh MLPCN	MC4R ag barr
O=c1c2ccccc2nc(-c2ccco2)n1/N=C/c1ccco1	-9	1	7	19	6	-1	-0.2	-1	97	-0.4
CC(C)(C)c1ccc(NC(=O)c2cc[n+]([O-])cc2)cc1	-10	-1	-2	7	1	0	-0.1	-7	98	-1.1
COCC(C)n1c(SCC(=O)Nc2cc(C)on2)nc2ccccc2c1=O (configuration not stated)	-4	2	6	5	-18	3	-0.2	3	100	-2.5

The list continues:
SMILES	TLR9-MyD88 block	Glyco luc inh	NOD2 RIPK2 PPI	MC4R antag cAMP	ABHD5-PLIN5 inh	Vif imaging	aDG glyco act	Exocytosis inh	ABCB6 inh MLPCN	MC4R ag barr
Cc1ccc2c(c1)N(CCCC(=O)NCCC1=CCCCC1)C(=O)CO2	0	-1	-15	2	3	.	0.2	-6	93	-0.6
Cc1[nH]c2ccccc2c1C(c1ccccn1)N1CCCC1 (configuration not stated)	1	-4	0	4	1	0	0.6	0	96	-0.1
CS(=O)(=O)N1CCN(S(=O)(=O)c2ccccc2[N+](=O)[O-])CC1	-7	-1	-8	0	-3	4	0.1	-2	101	-2.1
COc1ccccc1N(CC(=O)Nc1ccccc1C(F)(F)F)S(=O)(=O)c1cccs1	-6	-5	-3	5	-10	-4	0.3	-2	97	-2.6
COc1ccc(/C=C/C(=O)OCC(=O)Nc2ccc3[nH]c(=O)[nH]c3c2)cc1OC	3	2	2	-12	-1	-11	0.0	-1	97	1.2
CC(C)c1ccc2[nH]c3c(c2c1)CCCC3=O	2	3	-3	13	-5	3	-0.1	1	104	1.4
CCOC(=O)C1C(c2ccc(OC)cc2)N(C)OC1(O)C(F)(F)F (configuration not stated)	2	-1	-8	6	-2	-4	0.4	1	101	-0.4
COc1ccc(C(C#N)=Cc2ccc(NC(C)=O)cc2)cc1	6	-4	-6	4	-5	10	0.1	-1	100	-2.8
O=C(CC1C(=O)NCCN1Cc1ccccc1C(F)(F)F)NCCN1CCOCC1 (configuration not stated)	0	1	-5	7	-3	-4	-0.1	-4	98	-0.8
O=S(=O)(c1ccc(SCc2ccccc2)nc1)N1CCCCCC1	2	-1	4	0	3	0	0.0	7	99	-5.1
Cc1cccc(NS(=O)(=O)c2cc(C(=O)N3CCOCC3)ccc2Cl)c1	9	1	-3	-6	2	-1	0.3	0	96	2.8
COc1ccc(S(=O)(=O)NCc2ccc(C(=O)NCCCN3CCCC(C)C3)cc2)cc1 (configuration not stated)	0	-2	-1	2	-4	2	-0.2	-2	97	-0.4
CC1=C(CC(=O)c2ccccc2)C(=O)c2ccccc2C1=O	-4	-18	0	-3	-5	4	4.4	-1	105	-1.3
Cc1noc(C)c1COC(=O)[C@H](C)NS(=O)(=O)c1ccc(Cl)c(Cl)c1	-2	-1	3	-1	-2	.	0.2	0	92	-0.7
CCCCc1nc2cc(C(=O)N(C)C(C)c3ccccn3)ccc2o1 (configuration not stated)	-13	-2	0	1	6	3	1.3	-5	86	-2.2
CCC(C)(NC(=O)CNC(C)=O)C(=O)NC1CCCCC1 (configuration not stated)	-8	3	0	-1	-1	0	-0.3	1	152	0.1
O=C(COC(=O)c1ccc(Cl)cc1Cl)Nc1cccc(S(=O)(=O)NC2=NCCC2)c1	-6	2	-1	-5	3	-8	0.1	6	125	-1.9
COc1ccc(N2CCN(C(=O)CCc3ccc(S(=O)(=O)NC(C)(C)C)cc3)CC2)cc1	-3	-2	-6	3	-7	3	-0.1	-2	85	0.0
Cc1cc(=O)oc2c(C)c(OC(C)C(=O)NCCCN3CCOCC3)ccc12 (configuration not stated)	-3	-1	-4	7	-4	-6	-0.1	-4	109	-1.5
COc1ccc(C(=O)NCCCc2nc3ccccc3n2Cc2ccccc2C)cc1OC	-15	4	8	8	-1	4	0.4	14	98	-0.4
Cc1cccc(C(=O)OCC(=O)N2CCC(c3ccccc3)=N2)c1O	-1	-1	-1	0	1	-1	0.2	-2	102	-1.8
COc1ccc(CCNC(=O)Cn2nnc(-c3ccc(N4CCOCC4)cc3)n2)cc1OC	5	-1	-11	5	-1	.	-0.2	6	99	-1.9
CCOC(=O)N1CCN(C(=O)CCC(=O)N2CCOc3ccc(C)cc32)CC1	0	1	-11	4	3	-13	0.5	-2	90	2.0
CCOC(=O)c1c(C)n(C)c2cc(CN(C)C)c(O)c(S(=O)(=O)c3ccccc3)c12	-6	1	-3	1	0	-2	0.5	2	106	-3.3

Reprinted at random: 3 records from the list, in no set order.
SMILES	TLR9-MyD88 block	Glyco luc inh	NOD2 RIPK2 PPI	MC4R antag cAMP	ABHD5-PLIN5 inh	Vif imaging	aDG glyco act	Exocytosis inh	ABCB6 inh MLPCN	MC4R ag barr
COCC(C)n1c(SCC(=O)Nc2cc(C)on2)nc2ccccc2c1=O (configuration not stated)	-4	2	6	5	-18	3	-0.2	3	100	-2.5
O=C1CN(S(=O)(=O)c2ccc(F)cc2)CCN1	-5	0	-2	-1	1	-11	0.1	-3	94	-2.5
COc1ccc(/C=C/C(=O)OCC(=O)Nc2ccc3[nH]c(=O)[nH]c3c2)cc1OC	3	2	2	-12	-1	-11	0.0	-1	97	1.2

New compounds follow.
SMILES	TLR9-MyD88 block	Glyco luc inh	NOD2 RIPK2 PPI	MC4R antag cAMP	ABHD5-PLIN5 inh	Vif imaging	aDG glyco act	Exocytosis inh	ABCB6 inh MLPCN	MC4R ag barr
CC(=O)N1CCN(C(=O)c2cc(-c3ccc(Cl)s3)nc3ccccc23)CC1	5	1	3	21	-5	0	-0.2	-10	98	-3.0
COc1ccccc1N1CCN(C(=O)CCCCn2c(=O)[nH]c3ccsc3c2=O)CC1	2	1	14	15	5	-4	-0.4	0	103	-0.2
Cc1ccc(-n2c(Cc3cccn3C)nnc2SCC(=O)Nc2ccc3c(c2)OCO3)cc1	-5	-2	6	2	9	19	-0.2	6	99	1.5
CN(Cc1ccccc1)C(=O)[C@H]1CCC(=O)N1Cc1ccco1	-1	-1	-7	6	4	17	-0.2	-1	100	-1.0
COc1ccc(C(C)=O)cc1CN1C(=O)NC(CC(C)C)C1=O (configuration not stated)	16	1	-8	-2	2	0	-0.3	0	90	-5.4
O=C(O)c1ccccc1-c1nnc2c(Cl)cc(C(F)(F)F)cn12	1	-1	-1	4	2	11	0.2	1	89	-0.3
N=C1C(c2nc3ccccc3s2)=C(O)CN1Cc1ccco1	6	0	-12	9	16	-15	0.1	3	108	-1.8
COC(=O)C[C@H](NC(=O)Cn1cnc2c(NCc3ccccc3)ncnc21)C(=O)OC	-4	1	-13	21	1	.	0.0	1	102	-1.7
CCCCOC(=O)Nc1ccc(C)c(Cl)c1	-7	-4	-6	3	-11	4	1.2	-2	101	4.0

Screens: PubChem BioAssay, several laboratories
